# CendR NRP1 mod = alters CendR peptide binding to human NRP-1; inhibition, % at 25 µM; AID 602438; FAM-RPARPAR peptide binding to NRP-1, fluorescence polarization; O14786; 360,000 compounds, 0.85% hits;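 active = inhibition or corrected inhibition above about 18%, plus a signal ratio from 0.5 to 1.5, limit read from the data, passing the limit was not always enough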; note: strong numbers were not always called active
# MsrA inh = bovine MsrA inhibition; purified bovine MsrA, absorbance read-out; inhibition, % at 15.5 µM; 360,000 compounds, 0.75% hits; in the data active = inhibition above about 4.5%;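 note: 0% = vehicle wells with enzyme and 100% = reference inhibitor wells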
# MsrA act = activators of bovine methionine sulfoxide reductase A; 360,000 compounds, 0.3% hits; purified bovine MsrA, absorbance read-out; activation, % at 10.6 µM; in the data active = activation above about 7.5%;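 note: 0% = vehicle and 100% = reference activator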
# STEP inh = blocks human striatal-enriched tyrosine phosphatase; AID 588621; inhibition, % at 20 µM; 360,000 compounds, 0.25% hits; recombinant STEP, OMFP fluorogenic substrate, fluorescence; P54829;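 active = inhibition at 20 µM, scaled per plate between control wells, above about 37%, limit read from the data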;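 note: 0% = DMSO with enzyme and substrate and 100% = substrate only without enzyme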
#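 System: STEP (striatal-enriched tyrosine phosphatase) enzyme, cell-free; medium: Bis-Tris pH 6.0 buffer with DTT, detergent; dosing: 20 µM, 1% DMSO; times: reaction 20 min, ambient temperature; detection: fluorescence, 480/540 nm; read-out basis: normalized % inhibition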
# TbMetRS inhib = blocks T. brucei methionyl-tRNA synthetase activity | purified T. brucei MetRS, ATP depletion, Kinase-Glo luminescence | inhibition, % at 11.9 µM | 360,000 compounds, 0.4% hits | AID 624268;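 active = inhibition above a per-plate cutoff of the control wells' mean inhibition plus 3 SD, cut at about 5.5% in these data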;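 note: 0% = DMSO wells median and 100% = median of wells with control inhibitor compound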
#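 assay system = parasite MetRS enzyme | timing = 15 min preincubation, 2 h reaction, all 25 °C | evaluation = percent inhibition relative to median high and low control wells | medium = HEPES buffer containing pyrophosphatase, BSA, spermine, DTT | compound = single dose, 11.9 µM final nominal, 0.9% final DMSO | detection = Kinase-Glo luminescence, ATP depletion format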
# DNMT1 block = inhibitors of human DNMT1 | inhibition (reported as % activation of signal), % at 10 µM | P26358 | DNMT1 molecular beacon, Hinp1I cleavage, fluorescence | 360,000 compounds, 0.83% hits; in the data active = inhibition above about 50%
# eLon inh = inhibitors of E. coli Lon protease; P0A9M0; inhibition, % at 7.94 µM; purified E. coli Lon protease, fluorescence polarization; AID 602123; 360,000 compounds, 0.42% hits; in the data active = inhibition above about 13%, passing the limit was not always enough;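 note: 0% = enzyme with probe and DMSO and 100% = no enzyme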
# Target sequence (P0A9M0 whole entry, looked up): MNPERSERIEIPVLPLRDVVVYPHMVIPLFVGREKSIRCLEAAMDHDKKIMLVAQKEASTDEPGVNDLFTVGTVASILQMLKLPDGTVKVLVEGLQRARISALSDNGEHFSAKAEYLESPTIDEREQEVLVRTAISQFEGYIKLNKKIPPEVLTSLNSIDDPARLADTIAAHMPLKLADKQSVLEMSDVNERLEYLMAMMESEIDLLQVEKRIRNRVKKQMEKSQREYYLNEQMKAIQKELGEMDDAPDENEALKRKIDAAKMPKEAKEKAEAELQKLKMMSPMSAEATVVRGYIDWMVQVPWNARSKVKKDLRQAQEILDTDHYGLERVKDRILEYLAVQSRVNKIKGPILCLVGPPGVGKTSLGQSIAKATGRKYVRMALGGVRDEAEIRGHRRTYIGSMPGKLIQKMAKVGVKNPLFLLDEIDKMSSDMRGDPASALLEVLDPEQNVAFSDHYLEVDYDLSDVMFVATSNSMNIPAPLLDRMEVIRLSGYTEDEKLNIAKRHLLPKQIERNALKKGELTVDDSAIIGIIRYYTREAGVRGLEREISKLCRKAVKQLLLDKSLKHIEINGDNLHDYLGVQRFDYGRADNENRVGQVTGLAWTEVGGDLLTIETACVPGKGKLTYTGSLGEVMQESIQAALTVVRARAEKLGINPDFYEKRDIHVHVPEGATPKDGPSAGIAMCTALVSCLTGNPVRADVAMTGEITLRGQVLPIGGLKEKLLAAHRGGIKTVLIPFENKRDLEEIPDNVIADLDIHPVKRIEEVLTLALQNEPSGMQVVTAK
# Scp-1 inhibitor = Scp-1 (human) phosphatase inhibition | Recombinant Scp1, phosphopeptide, malachite green phosphate absorbance | inhibition, % at 20 µM | 340,000 compounds, 0.88% hits | AID 493091;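 active = inhibition above about 50% at 20 µM, limit read from the data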;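 note: plate controls were DMSO wells with enzyme for no effect and wells lacking enzyme for full effect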
#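 Material – SCP-1 phosphatase catalytic domain, residues 76-261 · Buffer or medium – Acidic Tris acetate buffer with magnesium and detergent · Also added – Phospho 17-mer peptide substrate · Compound – single 20 µM dose, 1% DMSO · Times – 45 min room-temperature reaction, 5 min colour, 30 min stabiliser · Technique – Phosphate-binding colour reagent, absorbance read at 630 nm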
# LMPTP block = LMPTP (human) inhibition; P24666; recombinant LMPTP-A, OMFP fluorogenic substrate, fluorescence intensity; inhibition, % at 20 µM; 360,000 compounds, 0.22% hits;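 active = compounds that cut the enzyme signal by at least half of the control window in the single-dose screen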;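 note: plate controls were DMSO wells with enzyme plus substrate for no effect and substrate without enzyme for full effect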
# Target sequence (P24666 whole entry, looked up): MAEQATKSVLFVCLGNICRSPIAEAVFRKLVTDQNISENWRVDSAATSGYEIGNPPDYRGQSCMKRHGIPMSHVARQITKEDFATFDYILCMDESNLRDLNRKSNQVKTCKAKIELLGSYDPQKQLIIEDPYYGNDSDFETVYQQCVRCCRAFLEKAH
#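 Test system – LMPTP-A phosphatase enzyme · Quantity – 0.625 nM LMPTP-A final · Reagent – OMFP substrate, 400 µM final · Dosing – one test concentration per compound, 20 µM, with 3% DMSO overall · Timing – 50 min enzyme reaction at room temperature, protected from light · Detection – fluorescence intensity · Controls – substrate-only low control, DMSO enzyme-plus-substrate high control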
# SUMO1-SIM PPI = SUMO1-SIM interaction modulation | P63165 | SUMO1 binding to a labelled peptide, TR-FRET, 1 h | inhibition, % at 20 µM | 360,000 compounds, 0.33% hits | AID 602429; in the data active = inhibition above about 37%
# Target sequence (P63165 whole entry, looked up): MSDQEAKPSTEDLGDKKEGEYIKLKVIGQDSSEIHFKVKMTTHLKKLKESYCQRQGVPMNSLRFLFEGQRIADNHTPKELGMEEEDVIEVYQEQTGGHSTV
# * = called active by the depositor; . = no result given. An unsorted share of the library; any-hit rate near 4.3%.
SMILES,CendR NRP1 mod,MsrA inh,MsrA act,STEP inh,TbMetRS inhib,DNMT1 block,eLon inh,Scp-1 inhibitor,LMPTP block,SUMO1-SIM PPI
O=C(CSc1nnc(-c2cccnc2)n1-c1ccccc1)NCc1ccc2c(c1)OCO2,13,-1.2,0,0,-0.3,4,3,-2,-0.4,-4
O=C(NC(=S)Nc1ccc(Br)cc1)C1CCC1,9,0.4,-9,1,-0.6,-1,3,-2,1.5,2
CCc1cc(N2CCOCC2)cc2c1[nH]c1ccccc12,-10,1.4,-2,-4,-0.5,-13,-13,12,-0.2,5
COc1ccc(C(=O)NCCNc2nc3ccc(C)cc3cc2C#N)cc1OC,10,0.4,-13,0,-0.7,-1,-1,3,-0.3,-12
CS(=O)(=O)N1CCN(c2ccccc2NC(=O)C(c2ccccc2)c2ccccc2)CC1,-6,0.5,-2,0,0.4,-2,13,-11,-0.5,2
O=C(NCC(F)(F)F)c1ccc(S(=O)(=O)Nc2ccccc2N2CCCC2)cc1,-48,-0.2,1,2,0.4,34,-111,-7,3.7,-68
Clc1ccc(-c2nnc(-c3ccccc3)c(N3CCSCC3)n2)cc1,8,2.5,3,2,-0.1,0,0,3,5.0,-1
CCOC(=O)c1[nH]cnc1C(=O)NC(C)C,0,0.7,-6,-5,-1.5,1,4,2,-1.6,-2
COc1ccc(C)cc1NC(=O)c1cc(S(=O)(=O)N2CCC3(CC2)OCCO3)ccc1F,-5,-0.1,5,4,0.4,-4,-5,5,1.9,4
CC(C)CCNC(=O)C(=O)NCC1OCCCN1S(=O)(=O)c1cccs1 (stereo not drawn),13,0.7,-1,2,0.7,0,4,-5,-0.7,-1
COc1ccccc1NC(=O)COC(=O)C1CC2CCCC(C1)C2=O (stereo not drawn),2,0.0,-2,1,-0.5,6,2,-12,-1.3,6
Cc1onc(-c2c(Cl)cccc2Cl)c1C(=O)c1ccc(F)cc1,-7,-0.3,0,2,0.6,2,6,-22,2.2,3
O=C(c1ccc(Cl)cc1)N1CCCC(C(=O)N2CCc3ccccc3C2)C1 (stereo not drawn),-3,0.6,-1,-2,0.9,-5,12,3,-0.7,-2
O=C1NC[C@H](Cc2ccccc2)N(CC2CCN(CCCC3CCCC3)CC2)C1=O,-1,-0.2,-1,-2,-0.3,3,-10,4,-0.6,2
O=C(NCc1ccccc1Cl)c1cccc2c1C(=O)c1ccc(-c3ccc(OC(F)(F)F)cc3)cc1S2(=O)=O,1,.,-2,3,-0.1,11,-10,0,-2.3,20
CCN(CC)CCC(=O)c1ccc(F)cc1,4,-1.7,-3,-1,-0.4,3,-6,-1,-1.6,3
CCc1nnc(NC(=O)CCN(c2ccc(C)cc2)S(=O)(=O)c2ccccc2)s1,6,-0.1,-5,-3,-0.9,-1,0,-3,-1.0,0
Cc1c(Br)cc(C(=O)NCc2ccco2)c(C)c1C,-28,-0.7,-2,-1,-0.5,45,3,3,-0.6,1
CC1CC(=O)N(CC(=O)Nc2ccc(F)cc2)c2ccccc2S1(=O)=O (stereo not drawn),2,-0.2,2,-1,-0.1,0,-15,-2,-0.8,3
Cc1nc(SCC(=O)O)n[nH]1,4,0.2,0,2,-0.1,0,1,-5,-2.1,5
CC(C)OC(=O)CSc1nnc(-c2ccc(C(C)(C)C)cc2)n1N,4,-0.4,0,18,-0.4,-2,1,-2,0.4,0
COc1ccc(OC)c(S(=O)(=O)N2CCC(C(=O)NCc3ccncc3)CC2)c1,6,-1.0,-2,1,0.1,-1,6,0,-0.7,4
Cc1ccc(-c2c(C)sc3ncn(CC(=O)N4CCOCC4)c(=O)c23)cc1C,20,-1.2,0,2,0.2,-2,1,-9,-0.6,1
CCc1ccc(Nc2oc(C)cc(=O)c2C(C)=O)cc1,-11,0.9,-4,2,-0.1,0,-6,-6,-0.9,1
Cc1cc(Nc2cccc(C(F)(F)F)c2)n2nc(C)nc2n1,14,0.6,-5,3,-1.3,5,-5,-13,-3.5,-1

# Other compounds follow.
SMILES,CendR NRP1 mod,MsrA inh,MsrA act,STEP inh,TbMetRS inhib,DNMT1 block,eLon inh,Scp-1 inhibitor,LMPTP block,SUMO1-SIM PPI
Cc1ccc(N2C(=O)c3ccccc3C2Nc2ccc(S(=O)(=O)N3CCCCC3)cc2)nc1 (stereo not drawn),-3,1.0,0,3,0.1,-16,-10,-4,2.7,2
Cn1c(CCN2CCN(c3ccc(F)cc3)CC2)nc2cc(NC(=O)c3ccco3)ccc21,2,0.5,-4,-3,0.2,1,-2,-6,1.0,-2
Cc1ccc(S(=O)(=O)N2C[C@H]3[C@H]4C(=O)N(C5CCCCC5)C(=O)[C@H]4CC(=O)[C@H]3[C@@H]2c2ccccc2F)cc1,10,-0.7,-10,0,-1.3,-19,9,.,1.5,2
O=C(N/C(=C\c1ccco1)C(=O)N1CCOCC1)c1ccco1,2,1.9,-10,-2,-1.1,-2,6,0,0.4,0
Cc1cccc(C)c1NC(=S)N(CCc1ccncc1)C(C)C,10,0.5,-6,7,-1.1,1,-2,-10,-2.8,36
Cc1nn(-c2ccccc2)c(C)c1NC(=O)COc1ccc(Br)cc1Cl,13,0.0,-2,1,0.1,8,-5,-10,-0.5,2
Cc1cc(C)c2cc(CN(CC3CCCO3)S(=O)(=O)c3ccc4c(c3)OCCO4)c(=O)[nH]c2c1 (stereo not drawn),6,-0.3,-1,0,0.0,-6,-6,-8,1.7,0
COc1ccccc1CNCc1cccs1,13,-0.3,-2,4,-0.3,2,-10,-4,-3.2,0
CCOC(=O)C1CCCN(C(=O)CSc2nnc3nc(C)cc(C)n23)C1 (stereo not drawn),-6,-0.4,-6,1,-0.3,1,-16,15,0.4,10
COc1ccc2[nH]c(=O)c(CN(CCO)S(=O)(=O)c3ccc4c(c3)OCCO4)cc2c1,-4,1.2,-1,-2,0.0,3,-7,-8,-1.0,4
O=C(COC(=O)[C@H](Cc1ccccc1)NC(=O)c1cccs1)NC1CCCCC1,-2,0.4,-2,-5,0.4,-4,-6,-5,0.1,3
COc1ccc2c(=O)c(-c3ccccc3C)c(C)oc2c1,4,-0.1,-6,1,-0.7,0,-4,-9,0.2,3
COc1ccccc1NC(=O)CSc1n[nH]c(Cc2ccccc2)n1,-11,-0.1,-1,-2,0.0,2,-1,-5,0.8,-1
O=C(CSc1nnc2ccc(-c3cccnc3)nn12)Nc1ccccc1F,6,1.0,-3,-3,-0.3,3,-6,-3,-1.1,-34
COc1ccc([N+](=O)[O-])cc1NC(=O)COC(=O)C=C(C)C,3,0.6,-1,0,0.5,-4,-5,-1,-0.5,-15
CC1(C)Cc2c(sc(NC(=O)c3ccc(Br)o3)c2C#N)CO1,-8,3.5,-11,-2,-2.4,1,-7,1,-0.2,2
CCn1c(SC(C)C(=O)Nc2ccc3c(c2)OCCO3)nnc1C1CC1 (stereo not drawn),8,-0.1,-1,-1,0.1,-1,4,-5,0.0,-2
Cc1ccc(NC(=O)C(C)OC(=O)/C=C/c2ccccc2)cc1 (stereo not drawn),-9,-1.1,-3,-1,-0.3,0,-16,-10,1.2,-3
Cc1nc(SCC(=O)NCc2cccs2)nc(C)c1C,8,-0.8,-4,5,0.1,-3,-11,-11,0.6,-3
COC(=O)/C(=C\Nc1cccc(Cl)c1C)c1ncc(C(F)(F)F)cc1Cl,-2,0.7,-3,4,-0.3,10,8,-4,2.7,0
Cc1ccc(-c2cc(C(=O)NNC(=O)c3csc(N4CCOCC4)n3)c3ccccc3n2)cc1,-73,0.3,-14,1,-0.4,0,8,-5,0.3,-10
Cc1cccc(NC(=S)/N=C(\N)Nc2nc(C)c3cc(C)ccc3n2)c1,0,3.9,3,3,0.0,-4,-8,6,-1.9,-5
Cc1ccc(C(=O)Oc2ccc(C(=S)N3CCOCC3)cc2)cc1,6,2.9,-8,1,-1.3,4,2,-7,0.6,3
N/C(=N\OC(=O)CCCN1C(=O)c2ccccc2C1=O)c1ccccn1,0,1.4,-7,0,0.0,0,-5,-3,-1.6,-5
O=C(Nc1ccc(-c2noc(-c3ccccc3F)n2)cc1)c1cccs1,1,0.2,-4,1,-0.2,25,0,-9,-0.4,21

# (more compounds)
SMILES,CendR NRP1 mod,MsrA inh,MsrA act,STEP inh,TbMetRS inhib,DNMT1 block,eLon inh,Scp-1 inhibitor,LMPTP block,SUMO1-SIM PPI
COc1ccc(C(=O)CC(=O)c2ccc(F)cc2)cc1,-3,1.1,-4,2,1.7,0,16,-19,0.8,-7
CCc1nc2c(OCc3ccc(Cl)cc3)cccn2c1N(C=O)Cc1ccccc1,-9,0.1,-3,2,-0.3,-4,-7,.,2.2,1
COc1ccccc1NS(=O)(=O)c1cccc(NC(=O)c2cc3ccccc3oc2=O)c1,-2,0.9,-2,1,-0.3,18,7,1,-0.6,-8
COc1ccc(-c2c(C#N)c(SCc3c(C)noc3C)nc3c2C(=O)CC(C)(C)C3)cc1,-5,0.0,3,17,-0.8,-5,-2,-28,3.5,-3
O=C(COc1ccc(F)cc1)Nc1nc2c(s1)CCCC2,-7,-0.3,-5,4,-0.2,-2,-3,-2,-0.5,-2
NC(CSC(c1ccccc1)(c1ccccc1)c1ccccc1)C(=O)O (stereo not drawn),-4,-0.6,-3,6,-0.4,52*,-3,2,0.9,1
CSc1ncccc1C(=O)Nc1ccc(F)c(F)c1F,0,-0.1,-3,1,-0.1,0,-2,-5,0.1,0
Cc1cc(=O)c2ccc(NC(=O)c3ccccc3)cc2[nH]1,-11,1.7,-2,-3,-0.3,0,-4,.,-1.6,6
C[C@H](CO)N1C[C@H](C)[C@H](CN(C)Cc2cncnc2)Oc2cc(Br)ccc2S1(=O)=O,-9,-1.1,-3,-2,0.2,0,-2,.,-3.7,-2
Cc1oc(-c2ccc(C(F)(F)F)cc2)nc1CN(Cc1ccccn1)C[C@@H]1CCC(=O)N1,31*,-0.4,-10,-2,-0.9,-2,3,-1,0.8,-5
CCOc1ccc(-c2cc(C(=O)NCCCN3CCCC3)c3ccccc3n2)cc1,-1,2.1,-1,-3,0.8,-5,-2,-9,-3.3,-36
c1ccc(N2CCN(c3ncnc4scc(-c5cccs5)c34)CC2)cc1,13,-0.1,-14,0,-1.3,2,2,1,1.1,-1

# High-throughput results from PubChem BioAssay.
